Screens (PubChem)
S-ASM inh – blocks human secretory acid sphingomyelinase; AID 504937; placental ASM, HMU-PC fluorogenic substrate, 60 min; Potency, µM (highest dose often 57.5 µM), for the others: at the highest dose activity change, negative = inhibition, most hits filed as inhibitors; P17405; 340,000 compounds, 0.006% hits; also: potency is read from the fitted curve at half-maximal effect
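Fluorescence read-out (Ex 386 nm, Em 447 nm) after stopping the reaction at pH 10. Enzyme: ASM from human placenta; substrate HMU-PC0, 9 uM final; 60 min, 37 °C. Compound preincubation 10 min, ambient temperature.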
USP2a inh – inhibitors of human ubiquitin-specific protease USP2a. O75604. USP2 core, Ub-CHOP2 coupled fluorogenic reporter, 485/531. Potency, µM (doses to about 38.3 µM), for the others: at the highest dose activity change, negative = inhibition, most hits filed as inhibitors. 330,000 compounds, 0.01% hits. AID 463254;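 also: potency is read from the fitted curve at half-maximal effect; plate controls were DMSO wells for no effect and full inhibition by NEM control for full effect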
Target sequence (O75604 whole entry, looked up): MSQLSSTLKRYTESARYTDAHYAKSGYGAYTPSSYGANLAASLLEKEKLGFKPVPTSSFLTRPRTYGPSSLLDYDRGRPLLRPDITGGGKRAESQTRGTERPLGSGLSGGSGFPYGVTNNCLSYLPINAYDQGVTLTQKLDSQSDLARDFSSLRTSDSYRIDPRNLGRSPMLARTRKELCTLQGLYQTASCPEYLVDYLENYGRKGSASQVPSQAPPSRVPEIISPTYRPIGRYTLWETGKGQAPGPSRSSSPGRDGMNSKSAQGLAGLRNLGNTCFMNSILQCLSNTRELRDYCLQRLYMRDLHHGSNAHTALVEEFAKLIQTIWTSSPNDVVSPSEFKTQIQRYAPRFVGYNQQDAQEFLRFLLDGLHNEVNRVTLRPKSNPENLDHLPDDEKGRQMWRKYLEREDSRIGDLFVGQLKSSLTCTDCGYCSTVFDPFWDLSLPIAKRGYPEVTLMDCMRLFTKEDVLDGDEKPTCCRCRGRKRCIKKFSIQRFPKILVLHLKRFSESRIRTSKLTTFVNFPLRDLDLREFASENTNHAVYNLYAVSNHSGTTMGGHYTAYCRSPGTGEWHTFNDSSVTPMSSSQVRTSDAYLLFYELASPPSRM
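Deubiquitinase activity read as fluorescence (485/531 nm) after Ub-CHOP2 cleavage activates the enterokinase reporter on its substrate; USP2 core 10nM, Ub-CHOP2 and substrate 25nM each, 30min compound preincubation then 60min RT; data normalized to NEM, curves fitted.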
TSG101-PTAP inh – blocks PTAP/TSG101 interaction to inhibit HIV-1 budding; Q99816; Potency, µM (top dose mostly 115 µM), inactives show at the highest dose activity change, negative = inhibition, actives largely listed as inhibitors; Fluorescence polarization, FITC-PTAP peptide / Tsg101 binding; 340,000 tested, under 10 active; AID 493005; active = well fitted inhibition curve with a large enough effect in the main read-out, with a control signal flat, not every such curve was filed as active; inconclusive = small, poorly fitted or top-dose-only effect, or effect the other way, or a change in a side signal; inactive = no such curve, though single readings can be large or run the other way; also: potency is read from the fitted curve at half-maximal effect; % of control where 0% means no effect
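Tsg101 binding domain (10 uM final) was mixed with compound and a FITC-labeled PTAP peptide (50 nM final) in HEPES pH 7.5 buffer with NaCl, Tween 20, EDTA and TCEP; fluorescence polarization was read after 20 min at r.t.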
Integrin act MD – activates integrin-mediated alleviation for muscular dystrophy; alpha7betagal myoblasts, beta-gal FDG fluorescence, 48 h; Potency, µM (doses to about 38.3 µM), without a hit: at the top dose activation, most hits filed as activators; 350,000 compounds, 0.064% hits;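 also: potency is read from the fitted curve at half-maximal effect; 100% = response of the positive control SU9516; nearly all actives have a fitted effect of over 60% in size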
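alpha7betagal+/- myoblasts (passage 13, 250/well) treated 48 h at 37C with compounds at 1:260 dilution of DMSO stock. Lysed, then beta-galactosidase activity read as FDG fluorescence (ex 480/em 540) after 30 min, with pre-read for autofluorescence.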
ELG1 genotox – inducers of genotoxicity in HEK293T ELG1-luciferase cells; Potency, µM (top dose mostly 46 µM), for inactives: at the highest dose activity change, positive = activation, actives largely listed as activators; 330,000 compounds, 1.3% hits; AID 504466; HEK293T ELG1-luciferase reporter, luminescence, 16 h; also: potency is read from the fitted curve at half-maximal effect; % of control where 0% means no effect; nearly all actives have a fitted effect of over 60% in size
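Genotoxicity was scored as increased ELG1-luciferase reporter signal, measured by ONE-Glo luminescence (30 min, room temperature). Compound or vehicle exposure of the HEK293T reporter cells lasted 16 hr at 37°C.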
Eya2 inh – Eya2 (human) phosphatase inhibition. O00167. recombinant Eya2, OMFP fluorescence dephosphorylation (OMFP is methylfluorescein phosphate). Potency, µM (doses to about 76.9 µM), for the others: at the top dose activity, negative = inhibition, most hits filed as inhibitors. 330,000 compounds, 0.006% hits. AID 488837; also: potency is read from the fitted curve at half-maximal effect; % is scaled to controls: 0 for no effect and ±100 for the full control effect
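Eya2 (0.2 uM) preincubated 10 min at ambient with compound, then OMFP substrate added at 50 uM; 10 min reaction in 50 mM HEPES pH 7.5, 50 mM NaCl, 5 uM MgCl2, 0.05% BSA, 1 mM DTT. Fluorescence read at Ex 485/Em 525 nm.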
p53 reactivator – mutant p53 re-activation in reporter cells; 320,000 compounds, 0.063% hits; H1299 p53-A138V BP100-luciferase reporter, luminescence, 24 h; Potency, µM (titrated, usually from 92.2 µM), without a hit: at the top dose activity change, positive = activation, usual class: activators; also: potency is read from the fitted curve at half-maximal effect; % of control where 0% means no effect; nearly all actives have a fitted effect of over 45% in size
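p53-null H1299 cells stably carrying temperature-sensitive p53-A138V and a BP100-luciferase reporter were pinned with compounds (4-point, 1:5 series) and held 24 hrs at 37 deg C. Luminescence was read 10 min after detection reagent.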
B2AR arrestin – agonists driving beta-arrestin recruitment to human beta2-adrenergic receptor; P07550; beta-arrestin recruitment to beta2AR, cell-based reporter; Potency, µM (series often up to 46.1 µM), for the others: at the highest dose activation, hits mostly activators; 330,000 compounds, 0.02% hits; AID 492947;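 also: potency is read from the fitted curve at half-maximal effect; 0% = DMSO controls and full agonism = EC100 isoproterenol or metaproterenol; nearly all actives have a fitted effect of over 65% in size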
Target sequence (P07550 whole entry, looked up): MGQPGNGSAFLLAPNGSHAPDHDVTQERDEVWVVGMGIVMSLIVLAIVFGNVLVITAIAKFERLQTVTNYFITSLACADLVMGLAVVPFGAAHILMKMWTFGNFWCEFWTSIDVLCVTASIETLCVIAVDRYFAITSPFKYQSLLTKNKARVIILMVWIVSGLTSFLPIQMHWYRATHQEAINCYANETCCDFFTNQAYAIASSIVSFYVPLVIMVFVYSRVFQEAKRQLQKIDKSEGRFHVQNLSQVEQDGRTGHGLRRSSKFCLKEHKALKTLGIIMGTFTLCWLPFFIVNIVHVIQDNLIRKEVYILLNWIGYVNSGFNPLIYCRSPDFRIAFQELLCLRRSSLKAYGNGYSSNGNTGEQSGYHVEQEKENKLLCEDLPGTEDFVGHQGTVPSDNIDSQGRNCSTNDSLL
uPA generation – blocks generation of uPA at the cell surface; 330,000 compounds, 0.31% hits; cell surface uPA generation assay, qHTS; Potency, µM (top dose mostly 38.3 µM), inactives show top-dose activity change, negative = inhibition, usual class: inhibitors; active = well fitted inhibition curve with a large enough effect; inconclusive = small, poorly fitted or top-dose-only effect; inactive = no such curve, though single readings can be large or run the other way; tested in mouse RAW 264.7 cells; also: potency is read from the fitted curve at half-maximal effect; % is scaled to controls: 0 for no effect and ±100 for the full control effect; nearly all actives have a fitted effect of over 55% in size
BRCA1 expr act – increases BRCA1 expression; MCF7-BRCA1-FFLuc reporter, luminescence, 48 h; response scale: scaled: vehicle 0%, 10 µM genistein 100%; Potency, µM (titrated, usually from 46.1 µM), inactives show at the top dose activation, most hits filed as activators; 380,000 compounds, 1.1% hits; also: potency is read from the fitted curve at half-maximal effect; nearly all actives have a fitted effect of over 80% in size; some results filed as inactive show a strong effect at the top dose
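Cells: MCF7-BRCA1-FFLuc, 2000/well. Exposure: 48 h, 37 °C, 5% CO2. Read: luminescence, 15 min post-substrate. Controls: genistein 10 microM (maximal activation), DMSO (neutral).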
TRPV1 agonist – agonists of human vanilloid receptor 1 (TRPV1) | Q8NER1 | TRPV1-expressing cells, Fluo-8 calcium influx, agonist mode | activation, % at 8.33 µM | 320,000 compounds, 0.19% hits; in the data active = activation above about 80%; inconclusive = between about 30% and that limit; also: 0% is about no effect
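Fluo-8 calcium influx in TRPV1-expressing cells, kinetic read (ex 480/em 520 nm). Compound added and read 3 min for agonist activity, followed by capsaicin at EC20 final and 2 min further read for enhancement.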
Starred values were filed as active, the others as inactive; [ ] = dose if it differs, or a comment. Unless noted, calls follow the shape of the dose curve; as a rule, active = well fitted curve in the direction sought with a large enough effect; inconclusive = small, poorly fitted or top-dose-only effect, or another doubt; inactive = no such curve, though single readings can be large; an effect the other way counts as inactive or inconclusive. Rows were taken by chance; any-hit rate near 2.6%.

Results for COc1cc(NC(=O)c2cc(CC(C)C)on2)c(OC)cc1Cl ?
S-ASM inh: -7.4%; USP2a inh: 2.3%; TSG101-PTAP inh: -0.3%; Integrin act MD: 22.0%; ELG1 genotox: inconclusive; Eya2 inh: -11.8%; p53 reactivator: 8.1%; B2AR arrestin: -0.2%; uPA generation: 7.4%; BRCA1 expr act: -57.0%; TRPV1 agonist: 9.8

Results for O=C(NCc1ccc(S(=O)(=O)Nc2ccccc2Cl)s1)c1ccccc1 ?
S-ASM inh: -2.0%; USP2a inh: 2.7%; TSG101-PTAP inh: 0.6%; Integrin act MD: 12.2%; ELG1 genotox: -1.7%; Eya2 inh: 7.0%; p53 reactivator: -3.3%; B2AR arrestin: -0.1%; uPA generation: -11.7%; BRCA1 expr act: -17.4%; TRPV1 agonist: 2.1

How did Nc1nnc(-c2ccc([N+](=O)[O-])o2)s1 do in these assays?
S-ASM inh: -1.6%; TSG101-PTAP inh: -2.0%; Integrin act MD: -55.9%[inhibitor]; uPA generation: -14.8%; BRCA1 expr act: -84.1%[inhibitor]

What do the screens show for `Clc1ccc(N2CCN(c3ccnc(Cl)n3)CC2)cc1`?
S-ASM inh: -6.0%; TSG101-PTAP inh: 1.1%; Integrin act MD: 1.7%; uPA generation: 5.7%; BRCA1 expr act: -16.6%

How did O=C(COc1ccccc1)N(CCc1ccccc1)c1nc(-c2ccc(F)cc2)cs1 do in these assays?
S-ASM inh: 0.0%; USP2a inh: -1.8%; TSG101-PTAP inh: -2.3%; Integrin act MD: 9.7%; ELG1 genotox: -2.1%; Eya2 inh: -4.6%; p53 reactivator: inconclusive; B2AR arrestin: -0.6%; uPA generation: 7.2%; BRCA1 expr act: -0.2%; TRPV1 agonist: 29.0

What do the screens show for `O=C(c1cnn(-c2ccccc2)c1)c1cc(F)ccc1O`?
S-ASM inh: -1.9%; USP2a inh: -0.9%; TSG101-PTAP inh: -2.2%; Integrin act MD: -5.9%; ELG1 genotox: inconclusive; Eya2 inh: inconclusive; p53 reactivator: inconclusive; B2AR arrestin: -0.7%; uPA generation: 1.4%; BRCA1 expr act: 10µM*; TRPV1 agonist: 12.2

How did COc1ccc(S(=O)(=O)N2CCCOC2CNC(=O)C(=O)NCCCn2ccnc2)cc1 (stereo not given) do in these assays?
S-ASM inh: 3.0%; USP2a inh: 1.0%; TSG101-PTAP inh: -2.4%; Integrin act MD: -21.1%; ELG1 genotox: -3.9%; Eya2 inh: 0.7%; p53 reactivator: 0.1%; B2AR arrestin: -0.2%; uPA generation: 0.7%; BRCA1 expr act: 9.4%; TRPV1 agonist: 0.8

What do the screens show for `CCOC(=O)NC(=O)C(=CNc1cccc(C)c1)C(=O)NC(=O)OCC`?
S-ASM inh: -0.2%; USP2a inh: 3.2%; TSG101-PTAP inh: -1.5%; Integrin act MD: -27.1%; ELG1 genotox: 0.3%; Eya2 inh: 5.1%; p53 reactivator: -7.1%; B2AR arrestin: -0.3%; uPA generation: 0.1%; BRCA1 expr act: -0.2%; TRPV1 agonist: -3.8

What do the screens show for `CCOC(=O)C1(Cc2cccc(F)c2)CCN(Cc2ccc(COC)o2)CC1`?
S-ASM inh: 3.3%; USP2a inh: -1.4%; TSG101-PTAP inh: -7.2%; Integrin act MD: 40.0%; ELG1 genotox: -7.2%; Eya2 inh: inconclusive; p53 reactivator: -1.0%; B2AR arrestin: -0.6%; uPA generation: 6.2%; BRCA1 expr act: -16.5%; TRPV1 agonist: 7.4

Results for COc1ccc(C(C)=O)cc1CC(=O)Nc1ccc2c(c1)CCC2 ?
S-ASM inh: 0.7%; USP2a inh: -0.7%; TSG101-PTAP inh: -1.2%; Integrin act MD: 14.1%; ELG1 genotox: 0.0%; Eya2 inh: 16.6%; p53 reactivator: 0.7%; B2AR arrestin: 0.1%; uPA generation: 4.4%; BRCA1 expr act: -18.2%; TRPV1 agonist: -0.8

How did CN(C)S(=O)(=O)c1ccc(N2CCCC2)c(C(=O)NCc2ccccc2)c1 do in these assays?
S-ASM inh: -0.3%; USP2a inh: 6.3%; TSG101-PTAP inh: -3.9%; Integrin act MD: -12.2%; ELG1 genotox: -4.3%; Eya2 inh: 15.5%; p53 reactivator: -4.5%; B2AR arrestin: -0.1%; uPA generation: -2.3%; BRCA1 expr act: -3.8%; TRPV1 agonist: -1.2

What do the screens show for `O=C(COC(=O)c1cccs1)c1ccccc1`?
S-ASM inh: -1.8%; USP2a inh: 0.9%; TSG101-PTAP inh: -1.9%; Integrin act MD: 5.0%; ELG1 genotox: 14.3%; Eya2 inh: 27.2%; p53 reactivator: inconclusive; B2AR arrestin: 3.7%; uPA generation: 2.1%; BRCA1 expr act: inconclusive; TRPV1 agonist: 0.5

What do the screens show for `O=C(CCNC(=O)c1ccccc1)Nc1cccnc1`?
S-ASM inh: 3.3%; USP2a inh: 2.1%; TSG101-PTAP inh: 1.1%; Integrin act MD: -7.8%; ELG1 genotox: 0.0%; Eya2 inh: -11.8%; p53 reactivator: 0.6%; B2AR arrestin: 0.5%; uPA generation: 9.2%; BRCA1 expr act: -7.9%; TRPV1 agonist: -1.1

Results for Clc1ccccc1Cn1nnc2c(NCCN3CCOCC3)ncnc21 ?
S-ASM inh: 1.4%; USP2a inh: -0.4%; Integrin act MD: 5.9%; ELG1 genotox: -2.3%; Eya2 inh: -1.6%; p53 reactivator: -8.3%; B2AR arrestin: -0.4%; uPA generation: 2.2%; BRCA1 expr act: -24.3%; TRPV1 agonist: 13.6

What do the screens show for `COC(=O)c1ccc(C(=O)O)nc1`?
S-ASM inh: 5.9%; USP2a inh: 0.8%; TSG101-PTAP inh: 2.8%; Integrin act MD: 0.0%; ELG1 genotox: -2.3%; Eya2 inh: -27.3%; p53 reactivator: 2.7%; B2AR arrestin: 2.6%; uPA generation: -1.6%; BRCA1 expr act: -5.1%; TRPV1 agonist: 0.7

How did Cc1ccc(S(=O)(=O)N2CCOCC2)cc1NC(=O)CSc1nnc2cc(C)c3ccccc3n12 do in these assays?
S-ASM inh: -2.9%; USP2a inh: -1.0%; TSG101-PTAP inh: -0.6%; Integrin act MD: -5.8%; ELG1 genotox: -5.7%; Eya2 inh: -6.3%; p53 reactivator: -14.9%; B2AR arrestin: -0.6%; uPA generation: 2.3%; BRCA1 expr act: -20.5%; TRPV1 agonist: 2.7

Results for Cc1cccc(C(=O)NCC(=O)OCC(=O)NC2CCCCCCC2)c1 ?
S-ASM inh: 0.8%; USP2a inh: -1.1%; TSG101-PTAP inh: -0.4%; Integrin act MD: -14.8%; ELG1 genotox: 3.3%; Eya2 inh: 6.4%; p53 reactivator: -3.5%; B2AR arrestin: 0.0%; uPA generation: 16.9%; BRCA1 expr act: 17.7%; TRPV1 agonist: inconclusive

What do the screens show for `COc1ccc(Cl)cc1NC(=O)CN(C)C(=O)CCc1nc2ccccc2c(=O)[nH]1`?
S-ASM inh: -5.5%; USP2a inh: 0.7%; TSG101-PTAP inh: -2.6%; Integrin act MD: 16.8%; Eya2 inh: -12.9%; B2AR arrestin: 0.2%; uPA generation: 27.0%; BRCA1 expr act: -2.0%; TRPV1 agonist: -4.1

What do the screens show for `COc1cc(Cl)c(S(=O)(=O)N2CCCC2)cc1Cl`?
S-ASM inh: 2.3%; USP2a inh: 1.4%; TSG101-PTAP inh: -3.8%; Integrin act MD: -28.0%; ELG1 genotox: 1.5%; Eya2 inh: 5.3%; p53 reactivator: 1.0%; B2AR arrestin: 0.0%; uPA generation: -1.6%; BRCA1 expr act: -2.8%; TRPV1 agonist: -6.1

How did COc1ccc(NC(=S)N2CCN(C(=O)c3ccco3)CC2)cc1 do in these assays?
S-ASM inh: 1.6%; USP2a inh: -4.8%; TSG101-PTAP inh: -0.7%; Integrin act MD: -17.4%; ELG1 genotox: -0.6%; Eya2 inh: -8.1%; p53 reactivator: 5.7%; B2AR arrestin: -0.1%; uPA generation: -1.0%; BRCA1 expr act: 20.2%; TRPV1 agonist: 1.3

What do the screens show for `CC(C)(C)c1nnc2sc(SCC(=O)c3ccccc3)nn2c1=O`?
S-ASM inh: -1.5%; USP2a inh: 1.1%; TSG101-PTAP inh: -4.0%; Integrin act MD: -30.5%; ELG1 genotox: inconclusive; Eya2 inh: -8.7%; p53 reactivator: -1.2%; B2AR arrestin: 3.1%; uPA generation: -1.4%; BRCA1 expr act: -5.9%; TRPV1 agonist: inconclusive
